High-throughput results (PubChem BioAssay)
GPR151 ag: activators of human GPR151, primary screen, cell-based, PathHunter beta-arrestin, luminescence; PathHunter beta-arrestin GPR151 cells; 650,000 compounds, 1% hits; activation, % at 11.2 µM; AID 1508602, 2020; in the data active = activation above about 4.9%;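 also: 0% = median of compound wells and 100% = cells with positive control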
Target sequence (Q8TDV0 whole entry, looked up): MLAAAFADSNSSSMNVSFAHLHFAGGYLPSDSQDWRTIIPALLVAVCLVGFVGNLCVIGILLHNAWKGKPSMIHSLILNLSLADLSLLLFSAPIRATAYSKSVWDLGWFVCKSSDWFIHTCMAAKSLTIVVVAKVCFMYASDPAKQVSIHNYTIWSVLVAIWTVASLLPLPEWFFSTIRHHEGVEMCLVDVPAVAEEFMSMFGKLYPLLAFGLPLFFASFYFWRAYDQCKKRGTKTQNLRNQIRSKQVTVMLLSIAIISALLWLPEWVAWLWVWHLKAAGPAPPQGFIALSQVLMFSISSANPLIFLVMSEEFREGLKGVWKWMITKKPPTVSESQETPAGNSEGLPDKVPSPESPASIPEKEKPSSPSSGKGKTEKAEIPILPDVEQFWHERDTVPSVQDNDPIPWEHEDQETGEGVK
FBW7 act: FBW7 E3 ligase activators, primary screen, biochemical, AlphaScreen, human. 650,000 compounds, 0.13% hits. AlphaScreen FBW7–phospho-cyclin E peptide binding, activator screen. AID 1259310, 2017. F-box/WD repeat-containing protein 7 (Homo sapiens), Q969H0. normalized activity (activation), % at 26.1 µM; in the data active = normalized activity above about 1.9%;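 also: purified mutant Fbw7 with reduced substrate affinity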
Target sequence (Q969H0 whole entry, looked up): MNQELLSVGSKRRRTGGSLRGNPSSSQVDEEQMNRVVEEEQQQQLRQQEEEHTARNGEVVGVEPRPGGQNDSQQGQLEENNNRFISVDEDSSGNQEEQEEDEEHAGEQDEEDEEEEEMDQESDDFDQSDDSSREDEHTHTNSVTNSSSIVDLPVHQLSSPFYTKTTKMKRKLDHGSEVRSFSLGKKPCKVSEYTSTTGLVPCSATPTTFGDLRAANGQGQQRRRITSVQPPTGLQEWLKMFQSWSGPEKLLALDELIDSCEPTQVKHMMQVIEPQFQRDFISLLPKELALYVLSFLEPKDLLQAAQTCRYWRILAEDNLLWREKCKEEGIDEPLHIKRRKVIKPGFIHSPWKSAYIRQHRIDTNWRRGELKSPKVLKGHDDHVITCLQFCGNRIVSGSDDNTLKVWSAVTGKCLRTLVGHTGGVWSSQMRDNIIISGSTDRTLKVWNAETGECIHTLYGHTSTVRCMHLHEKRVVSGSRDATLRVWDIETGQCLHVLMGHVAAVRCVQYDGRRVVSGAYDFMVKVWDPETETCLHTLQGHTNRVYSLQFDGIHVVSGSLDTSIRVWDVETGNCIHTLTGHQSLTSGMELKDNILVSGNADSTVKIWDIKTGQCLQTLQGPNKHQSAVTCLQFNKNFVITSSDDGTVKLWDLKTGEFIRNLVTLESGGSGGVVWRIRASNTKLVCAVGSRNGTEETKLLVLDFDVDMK
TEAD-YAP inh: TEAD-YAP interaction inhibition, primary screen, TEAD-YAP interaction inhibitor project, luminescence, HEK-TIYL cells; AID 1259422, 2018; 640,000 compounds, 1.4% hits; TEAD-Gal4/YAP UAS-luciferase luminescence; inhibition, % at 9.12 µM; in the data active = inhibition above about 32%;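 also: 0% = median of test compound wells and 100% = reference inhibitor wells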
MITF inh: MITF inhibitors, primary screen, biochemical, AlphaScreen, human; Microphthalmia-associated transcription factor (Homo sapiens), O75030; AlphaScreen MITF homodimerization, bead proximity signal; inhibition, % at 2.6 µM; 650,000 compounds, 0.91% hits; AID 1259374, 2018; in the data active = inhibition above about 50%;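 also: 0% = vehicle wells with protein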
* hit, by the source's call; . = not tested or not shown.

SMILES	GPR151 ag	FBW7 act	TEAD-YAP inh	MITF inh
CC1CCCC(NC(=O)C2CCCN(S(=O)(=O)N3CCOCC3)C2)C1C (centres undefined)	0.0	0.0	-9.6	-0.1
COc1ccc(-n2nnc3c(SCC(=O)Nc4ccc(C)cc4)ncnc32)cc1	0.7	-0.1	1.4	12.3
Cn1c(=O)c2c(nc(NCc3ccco3)n2Cc2ccc(Cl)cc2Cl)n(C)c1=O	-0.3	0.0	-3.0	-2.5
CCCCCOC(=O)C1=C(C)NC2=C(C(=O)CC(C)(C)C2)C1c1ccc(OCCC)c(OC)c1 (centres undefined)	0.2	0.1	-5.3	9.5
Cc1cc(NC(=O)c2ccc(S(=O)(=O)N3CCc4ccccc4C3)cc2)no1	0.3	-0.1	2.4	1.1
CC(C)(C)C(=O)NCCCN1CCOCC1	-1.6	-0.2	-1.2	-0.7
O=c1[nH]c2ncc(-c3cccnc3)nc2n1C1CCCCC1	1.5	0.4	9.7	11.0
COc1ccc(C2OC34CCCCC3C(C#N)(C#N)C2(C#N)C(=N)O4)cc1 (centres undefined)	1.2	-0.1	-18.6	1.9
COc1cc(NC(=S)Nc2cccnc2)cc(OC)c1	2.8	-0.2	-5.3	-1.6
CCc1ccccc1NC(=O)c1[nH]c(C)c(C(C)=O)c1C	1.2	0.2	-9.2	11.2
COCCNC(=O)/C(C#N)=C/c1cccc(C(F)(F)F)c1	1.1	0.0	0.2	5.7
Cc1ccccc1CN1CCC(n2nccc2NC(=O)CCOc2ccccc2)CC1	0.0	-0.1	-7.1	2.6
CCCCN(C)CCCN(Cc1cccs1)C(=S)Nc1c(C)cccc1CC	3.6	-0.1	1.7	-4.8
CCOC(=O)c1ccc(S(=O)(=O)NCC(=O)c2ccc(Cl)cc2)cc1	0.2	0.2	-6.6	6.3
CCOc1ccc(/C(O)=C2/C(=O)C(=O)N(CCN(CC)CC)C2c2ccc(Br)cc2)cc1C (centres undefined)	0.3	0.0	-9.0	-10.5
OCC1(CC2CCCCO2)CCN(Cc2ccc(Cl)cc2)CC1 (centres undefined)	-1.3	-0.1	2.8	11.9
CC1CCN(C(=O)CSc2nc3ccccc3c(=O)n2CCC(=O)N2CCCCC2)CC1	-1.3	0.0	-5.7	-6.9
CC(=O)c1ccc(NC(=O)Nc2c(F)cc(F)cc2Br)cc1	0.7	0.3	5.8	15.6
COC(=O)C1=C(N)OC2=C(C(=O)CC(C)(C)C2)C1c1ccccc1OCc1ccccc1 (centres undefined)	0.9	0.0	-1.7	9.2
CC(=O)c1cccc(-c2nc3ccc(C(N)=O)cc3s2)c1	-2.6	-0.1	-44.0	41.2
CC1=C(C#N)C(=O)N(CC(C)O)C(=O)/C1=C/c1ccc(-c2ccc(Br)cc2)o1 (centres undefined)	-0.3	-0.1	1.0	-9.6
O=C(OCC(=O)c1ccc(Br)s1)c1ccc(Br)o1	1.8	0.2	-2.5	5.6
CCOC(=O)CSc1nnc2c3ccccc3n(C)c2n1	-1.3	0.0	8.5	12.8
O=C(Nc1ccccc1F)NC1CC2CCC(C1)N2Cc1ccccc1 (centres undefined)	-0.4	0.2	1.4	13.5
Cc1ccc(/C=C2/SC(=Nc3ccc(F)cc3)NC2=O)s1	-1.3	0.8	6.3	14.5
CCC(=O)NCCNc1nc2c(c(=O)n(C)c(=O)n2C)n1Cc1cc(C)ccc1C	-0.6	0.2	9.9	16.4
CCOC(=O)c1c(NC(=O)C(C)Sc2nnc(CNC(=O)c3ccco3)n2-c2ccccc2OC)sc2c1CCCC2 (centres undefined)	0.5	-0.3	5.2	-0.2
Cc1ccc(S(=O)(=O)CCC(=O)OCC(=O)c2c(C)[nH]c3ccccc23)cc1	-0.7	0.0	-5.1	3.1
CCC(C)NC(=O)c1ccccc1NC(=O)CN(c1ccccc1Cl)S(C)(=O)=O (centres undefined)	0.0	0.9	-17.9	13.3
CC(C)=CCSc1nc2sc3c(c2c(=O)[nH]1)CCCC3	-0.6	0.1	3.1	10.5
CC1(C)CC2CC(C)(CN2C(=O)COC(=O)c2cccs2)C1 (centres undefined)	0.7	0.1	-3.7	7.2
O=c1[nH]cnc2c1C(c1ccc(Cl)cc1)c1c(nc[nH]c1=O)O2	1.7	-0.4	12.8	-0.6
O=C(O)C1CSC(C2CC=CCC2)N1 (centres undefined)	0.4	0.0	2.8	6.0
Cc1ccccc1CSc1c[nH]c2ccccc12	-0.6	0.1	-29.5	3.4
COc1ccc(Nc2c(-c3ccc(C)o3)nc3cnccn23)cc1	0.3	0.0	2.9	9.4
OC(CNCC1CC1(Cl)Cl)COc1ccc(-c2ccccc2)cc1 (centres undefined)	1.6	0.1	-4.2	38.0
Cc1ncoc1C(=O)Nc1ccc(Cl)cc1	-0.9	-0.1	-33.4	7.2
Cc1ccc(C)c(NC(=O)C(=O)NCCc2ccc(F)cc2)c1	-0.4	0.8	2.9	6.0
CS(=O)(=O)Nc1cccc(C(=O)CC2(O)C(=O)Nc3ccc(Br)cc32)c1 (centres undefined)	1.3	0.0	-7.0	-2.3
CCOc1ccccc1NC(=O)c1cc2ccccc2cc1OC	1.7	0.0	-5.2	-2.8
C=CCOc1ccc(Cl)cc1C=C1C(=O)NC(=O)NC1=O	2.8	-0.1	5.3	4.2
COc1cc2cc3c(N)c(C(=O)Nc4ccccc4C)sc3nc2cc1OC	0.4	0.0	6.7	9.4
Cc1nn(Cc2ccccc2)c(C)c1C(=O)OCC(=O)c1cc(C)n(C2CC2)c1C	0.3	-0.1	-7.1	6.3
COCCNC(=O)/C(C#N)=C/c1ccc(N2CCOCC2)o1	-0.2	-0.4	-5.3	-1.6
COC(=O)c1sccc1Nc1nc(-c2ccc(OC)cc2)no1	-1.6	-0.2	-67.5	3.5
COc1ccccc1NC(=O)C(C)N1c2cccc3cccc(c23)S1(=O)=O (centres undefined)	4.0	-0.4	-4.3	-12.5
Cc1ccc(S(=O)(=O)NCC2CCC(C(=O)NCc3ccc4c(c3)OCO4)CC2)cc1 (centres undefined)	-0.2	-0.2	-1.1	-9.7
CCOC(=O)CNC(=O)OC1C(=O)c2cc(OC)ccc2O[C@H]1c1ccc(OC)c(Br)c1 (some centres undefined)	0.3	-0.2	.	-9.2
COc1ccc(OC)c(Cc2nnc(CCC(=O)NC(C3CC3)C3CC3)o2)c1	-0.5	0.2	-4.5	15.7
O=C(Nc1ccc(OC(F)(F)F)cc1)c1cc2nc(-c3ccccc3)cc(C(F)(F)F)n2n1	-0.4	-0.1	8.1	-11.5
O=C(CN1C(=O)c2ccccc2C1=O)Nc1cc([N+](=O)[O-])ccc1O	0.7	0.2	6.2	-8.0
O=C1N[C@@H](Cc2c[nH]c3ccccc23)C(=O)N2CCN(C(=O)c3ccc(F)cc3)C[C@H]12	6.4*	0.1	-1.7	15.8
CCOc1ccccc1CNCCNCC(C)O (centres undefined)	1.4	-0.1	3.2	20.7
COc1ccc(CN2CCC(C(=O)NCCCOC(C)C)CC2)c(OC)c1	-1.0	0.4	-9.2	40.1
CC(C)CNC(=O)C(=O)NCC1CCCN1S(=O)(=O)c1ccccc1 (centres undefined)	1.4	0.4	-9.4	16.5
O=C(N/N=C/c1ccc(O)c(O)c1O)c1ccccn1	-2.9	-1.2	-42.1	108.3*
CC1=NN(c2nc(-c3ccc(C)cc3)cs2)C(=O)C1C (centres undefined)	-1.3	-0.3	-46.1	-15.2
CC(=O)OCC(=O)[C@@]1(O)CC[C@H]2[C@@H]3CCC4=CC(=O)C=C[C@]4(C)[C@@]3(Cl)[C@@H](Cl)C[C@@]21C	0.4	0.0	-2.2	7.1
CCc1c(C)c2ccc(OC(C)C(=O)O)c(C)c2oc1=O (centres undefined)	-0.2	0.4	10.8	7.2
O=C1NC2(CCCC2)C(=O)N1Cc1ccc(F)cc1Cl	-2.6	-0.2	2.4	-5.2

Further compounds
SMILES	GPR151 ag	FBW7 act	TEAD-YAP inh	MITF inh
Cn1c(=O)[nH]c(=O)c2c1nc(N1CCCCC1)n2CCOC(=O)CCC(=O)O	-0.7	0.0	-7.7	1.0
O=C(NCCc1c[nH]c2ccc(OCc3ccccc3)cc12)c1ccc(Cl)cc1	-0.5	0.1	2.6	2.0
O=C(NC1CCS(=O)(=O)C1)c1cccs1 (centres undefined)	0.3	-0.1	-10.0	-6.1
CC(O)CN(Cc1ccc(Cl)c(Cl)c1)CC(C)O (centres undefined)	1.1	0.2	2.2	35.0
CC(C)CC(NC(=O)c1ccccc1)C(=O)OCC(=O)c1ccc(Br)cc1 (centres undefined)	-0.8	0.1	-4.8	15.0
O=C(c1ccc2c(c1)C(=O)N(c1ccccn1)C2=O)c1ccc2c(c1)C(=O)N(c1ccccn1)C2=O	0.5	-0.4	-7.5	0.5
O=C(CSc1ccc2nnc(-c3ccc(Cl)cc3)n2n1)N1CCCC1	1.0	-0.2	-5.1	5.2
Cc1c(C(=O)NCc2ccccc2Cl)oc2c1C(=O)CCC2	-0.2	0.0	-7.5	-3.2
O=C(NNC(=O)c1cc[n+]([O-])cc1)NC1CCCCC1	2.3	-0.2	-10.3	-3.3
COc1ccccc1CNC(=O)c1cccc(OC(C)=O)c1	-0.5	-0.2	-2.8	1.4
CCCC(=O)N(Cc1ccccc1)c1nc2cc(OC)ccc2s1	-1.0	-0.1	7.4	-8.3
CC1CCN(C(=O)CCc2nc(-c3ccc(Cl)cc3)no2)CC1	-1.1	-0.1	-16.7	-12.6
CCOC(=O)c1c(C)c(-c2ccccc2)n(CC(=O)NC(C)(C)C)c1C	0.0	-0.6	-1.0	-42.6
COc1ccc(-c2cc3c(=O)n(CC(=O)NCc4ccc5c(c4)OCO5)ncn3n2)cc1	-0.2	0.0	-3.3	-5.8
COc1ccc(CCNC(=O)CCCCC(=O)NCCc2ccc(OC)cc2)cc1	0.0	0.1	-3.4	-9.9
CC(=O)c1ccc(N2C(=O)C3C4CCC(C4)C3C2=O)cc1 (centres undefined)	-1.3	0.0	0.3	-0.6
COc1ccc(-n2c(N)c(C#N)c(C#N)c2-c2ccccc2)cc1	0.6	0.1	5.8	11.8
COc1ccc(CCNc2ncnc3c2nc(Nc2ccc(-n4ccnc4)cc2)n3C(C)C)cc1	0.2	0.4	9.7	11.9
CCOc1ccc(N2C(=O)CC(NCc3ccc(S(N)(=O)=O)cc3)C2=O)cc1 (centres undefined)	0.2	-0.1	1.7	6.3
CSc1nnc(Nc2ccc(C)c(C)c2)s1	-3.2	0.5	-52.1	6.1
CCOC(=O)CC(=O)CSc1nc2c(sc(=S)n2-c2ccccc2)c(=O)n1-c1ccccc1OC	-0.5	-0.1	-17.6	0.1
Cc1nnc(N/N=C/C2C=Nc3ccccc32)n1N (centres undefined)	-0.3	-0.3	4.6	4.4
CN(C1CCCCC1)S(=O)(=O)c1ccc(NC(=O)c2ccc([N+](=O)[O-])cc2)cc1	0.4	-0.1	0.3	-6.8
COc1ccc(OCC(=O)N/N=C/c2ccc(O)cc2O)c(Br)c1	0.8	0.1	5.4	2.8
O=C(N/N=C/c1cccc(O)c1)C(F)(F)F	-2.9	0.7	1.5	2.9
O=C(Nc1cccc(Cl)c1N1CCN(Cc2ccco2)CC1)c1ccc(Br)o1	0.1	-0.1	-10.1	-7.0
Cc1ccc(CN(CC(=O)NC2CC2)S(=O)(=O)c2ccc(C)cc2)cc1	0.1	0.7	0.6	10.3
O=C(N/N=C\c1ccc(CNS(=O)(=O)c2ccccc2)o1)C(=O)Nc1ccc(F)cc1	-0.3	-0.1	-12.0	3.1
O=C(CC(NCCO)C(=O)O)Nc1cccc(C(F)(F)F)c1 (centres undefined)	-0.3	-0.1	-1.7	12.5
COc1ccc(CCNC(=O)CSc2nc3ccccc3c(=O)n2Cc2cccs2)cc1OC	1.0	0.0	-1.2	20.0

No new results follow: entries from further up.
SMILES	GPR151 ag	FBW7 act	TEAD-YAP inh	MITF inh
CC(=O)c1ccc(N2C(=O)C3C4CCC(C4)C3C2=O)cc1 (centres undefined)	-1.3	0.0	0.3	-0.6
COc1ccc(-n2c(N)c(C#N)c(C#N)c2-c2ccccc2)cc1	0.6	0.1	5.8	11.8
COc1ccc(CCNc2ncnc3c2nc(Nc2ccc(-n4ccnc4)cc2)n3C(C)C)cc1	0.2	0.4	9.7	11.9
CCOc1ccc(N2C(=O)CC(NCc3ccc(S(N)(=O)=O)cc3)C2=O)cc1 (centres undefined)	0.2	-0.1	1.7	6.3
CSc1nnc(Nc2ccc(C)c(C)c2)s1	-3.2	0.5	-52.1	6.1

Following part
SMILES	GPR151 ag	FBW7 act	TEAD-YAP inh	MITF inh
CCOC(=O)c1ccc2cc3c(cc2c1O)OCCO3	-0.3	-0.1	-6.8	-8.1
Cc1ccc(NC(=O)C2C3NC(=S)NC2(C)Oc2ccc(Br)cc23)c(C)c1 (centres undefined)	-1.5	0.0	-2.3	15.1
CNC(=S)N/N=C\c1ccc([N+](=O)[O-])cc1	-1.1	-0.1	34.1*	2.4
O=C(O)c1cc(-c2ccc(/C=C3/NC(=O)N(Cc4ccc(Cl)cc4)C3=O)o2)ccc1Cl	-1.1	-0.1	-0.2	10.4
CS(=O)(=O)c1ccc(C(=O)N2CCC(C(O)(c3ccccc3)c3ccccc3)CC2)cc1	0.9	0.1	8.7	-0.1

3 entries already listed, ordered by formula weight, descending.
SMILES	GPR151 ag	FBW7 act	TEAD-YAP inh	MITF inh
CS(=O)(=O)c1ccc(C(=O)N2CCC(C(O)(c3ccccc3)c3ccccc3)CC2)cc1	0.9	0.1	8.7	-0.1
Cc1ccc(NC(=O)C2C3NC(=S)NC2(C)Oc2ccc(Br)cc23)c(C)c1 (centres undefined)	-1.5	0.0	-2.3	15.1
CCOC(=O)c1ccc2cc3c(cc2c1O)OCCO3	-0.3	-0.1	-6.8	-8.1
